# IDE exosite inh: insulin-degrading enzyme (human) exo-site inhibition; purified IDE, FL-6b probe fluorescence polarization; active compounds read low; P14735; actives 6.3% (n = 17,000); z-score at 20 µM;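 active = z-score of -3 or lower, meaning strong loss of probe binding signal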;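 also: His-tagged human IDE residues 42-1019 made in E. coli with 30 nM FL-6b probe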
# Target sequence (P14735 42-1019 limits assumed): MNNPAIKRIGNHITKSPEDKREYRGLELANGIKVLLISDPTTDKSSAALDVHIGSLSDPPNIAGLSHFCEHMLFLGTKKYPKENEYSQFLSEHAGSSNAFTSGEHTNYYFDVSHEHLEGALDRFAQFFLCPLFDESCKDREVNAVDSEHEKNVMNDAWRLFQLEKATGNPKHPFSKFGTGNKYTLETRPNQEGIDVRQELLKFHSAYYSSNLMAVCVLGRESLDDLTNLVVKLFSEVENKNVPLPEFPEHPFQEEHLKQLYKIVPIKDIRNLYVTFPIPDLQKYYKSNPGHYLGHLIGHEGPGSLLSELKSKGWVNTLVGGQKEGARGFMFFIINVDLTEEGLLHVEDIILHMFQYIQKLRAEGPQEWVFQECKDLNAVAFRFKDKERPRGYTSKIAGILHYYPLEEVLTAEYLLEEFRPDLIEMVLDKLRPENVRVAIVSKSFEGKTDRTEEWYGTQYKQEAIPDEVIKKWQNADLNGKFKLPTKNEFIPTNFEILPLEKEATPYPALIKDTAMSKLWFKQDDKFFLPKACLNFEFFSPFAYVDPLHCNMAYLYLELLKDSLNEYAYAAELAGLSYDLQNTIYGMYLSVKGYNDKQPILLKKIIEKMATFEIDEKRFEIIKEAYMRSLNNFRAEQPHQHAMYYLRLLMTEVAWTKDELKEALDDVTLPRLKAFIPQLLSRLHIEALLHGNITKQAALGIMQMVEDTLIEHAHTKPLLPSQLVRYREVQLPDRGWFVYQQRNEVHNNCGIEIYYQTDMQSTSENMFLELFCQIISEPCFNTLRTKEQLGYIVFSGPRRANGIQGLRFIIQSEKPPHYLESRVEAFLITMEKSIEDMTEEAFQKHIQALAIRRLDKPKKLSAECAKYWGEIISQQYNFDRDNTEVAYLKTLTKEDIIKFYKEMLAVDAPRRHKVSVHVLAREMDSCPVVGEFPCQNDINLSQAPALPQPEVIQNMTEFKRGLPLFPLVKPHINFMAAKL
# An asterisk follows results filed as active; & = joins results of further samples. Not all compounds are listed; the hit share may differ from the screen's.
IDE exosite inh,smiles
-0.97,O=C(NC[C@@H]1[C@H](c2ccccc2)[C@@H](CO)N1C(=O)Cc1ccncc1)C1CCC1
-1.7,O=C(c1cnccn1)N1CC(=O)N2[C@H](C1)[C@@H](c1ccc(/C=C/c3ccccc3)cc1)[C@@H]2CO
2.7,N#Cc1ccc(-c2ccc3c(c2)[C@@H]2[C@@H](CCN2C(=O)C2CCCCC2)[C@H](CO)N3)cc1
1.5,OC[C@@H]1[C@H](c2ccc(C#CC3(O)CCCC3)cc2)[C@H]2CN(Cc3ccncc3)CCCCN12
-0.72,N#C[C@@H]1[C@H](c2ccc(-c3ccccc3F)cc2)[C@H](CO)N1C(=O)C1CCOCC1
0.81,COc1ccc(S(=O)(=O)N2C[C@@H](O)COC[C@@H]3O[C@H](CC(=O)N[C@@H]4CCN(Cc5ccccc5)C4)CC[C@H]32)cc1
-7.2*,COc1ccccc1C#Cc1ccc([C@H]2[C@H]3CN(CCC(F)(F)F)CCCCN3[C@H]2CO)cc1
2.5,O=C(c1ccc2c(c1)OCO2)N1C[C@@H]2[C@H](c3ccccc31)[C@@H](CO)N2C(=O)CC1CC1
-7*,CCC(=O)N1CC(=O)N2[C@H](CO)[C@H](c3ccc(C#Cc4cccc(F)c4)cc3)[C@@H]2C1
-0.87,CCS(=O)(=O)N1[C@H](C#N)[C@@H](c2ccc(C#CCC3CCCC3)cc2)[C@@H]1CO
0.12,O=C(C[C@H]1C[C@H]2c3cc(NS(=O)(=O)c4ccccc4)ccc3O[C@H]2[C@H](CO)O1)N1CCOCC1
-0.46,Cc1noc(C)c1NC(=O)N1C[C@@H](O)COC[C@H]2O[C@@H](CC(=O)N[C@H]3CCN(Cc4ccccc4)C3)CC[C@@H]21
-0.2,O=C(C[C@H]1CC[C@@H]2NC[C@H](O)COC[C@H]2O1)NCCN1CCCCC1
-1.5,CN1[C@@H]2c3ccc(/C=C/c4ccccc4)c(=O)n3C[C@H]1[C@H](CO)[C@H]2C(=O)NC1Cc2ccccc2C1
2.3,COc1cccc(S(=O)(=O)N2CCCCN3[C@@H](CO)[C@H](c4ccc(-c5cccnc5)cc4)[C@@H]3C2)c1
4,CC(C)CC#Cc1ccc([C@@H]2[C@@H](CO)N3C(=O)CN(C(=O)NC(C)C)C[C@H]23)cc1
0.14,COc1ccc(C#Cc2ccc3c(c2)[C@H]2[C@H](CCN2S(=O)(=O)c2ccccc2C)[C@H](CO)N3C)cc1
-1.5,C[C@@H]1CN([C@@H](C)CO)S(=O)(=O)c2ccc(C#Cc3ccccc3F)cc2O[C@H]1CN(C)C(=O)Cc1cccnc1
-0.21,COc1ccc(CNC(=O)N(C)C[C@@H]2OCc3ccccc3-c3c(n(C)c4ccccc34)C(=O)N([C@H](C)CO)C[C@H]2C)cc1
-2.8,COc1ccc2c3c([nH]c2c1)[C@H](CO)N(Cc1ccccn1)CC31CCN(C(C)=O)CC1
3.2,CN(C)CC#Cc1ccc([C@H]2[C@@H](CO)N3C(=O)CN(C(=O)Cc4cccnc4)C[C@H]23)cc1
1.6,N#C[C@H]1[C@H](c2ccccc2-c2ccccc2F)[C@H](CO)N1C(=O)c1ccccn1
0.15,COCC#Cc1ccc([C@@H]2[C@@H](CO)N3C(=O)CN(C(=O)CN4CCOCC4)C[C@@H]23)cc1
2.5&1.9,CN(C)C(=O)c1cccc(-c2ccc(C3[C@H]4CNC[C@@H]3N4Cc3cc(F)ccc3F)cc2)c1 (some centres not stated)
5.9,C/C=C/c1ccc([C@@H]2[C@@H](CO)N[C@@H]2CN(C(=O)C2CCC2)C(C)C)cc1
2.8,OC[C@H]1[C@H](c2ccc(Br)cc2)[C@@H]2CN(Cc3cncnc3)CCCCN12
-0.96,O=C1CNC[C@H]2[C@H](c3ccc(-c4ccccc4F)cc3)[C@@H](CO)N12
2.3,COCC(=O)N(C[C@H]1N[C@H](CO)[C@@H]1c1ccc(C2=CCCCC2)cc1)C(C)C
2.8,O=C(C1CCC1)N1C[C@H]2[C@@H](c3ccccc31)[C@@H](CO)N2C(=O)Nc1cccc(F)c1
1,CCC(=O)N1CC(=O)N2[C@H](CO)[C@@H](c3ccc(-c4ccc(C(=O)N(C)C)cc4)cc3)[C@@H]2C1
-0.47,CC(C)[C@@H]1CCc2cnnn2COC[C@@H](Cc2ccccc2)NC1=O
4.3,N#C[C@@H]1[C@H](c2ccc(C#CC3CCCCC3)cc2)[C@@H](CO)N1C(=O)Nc1ccc(F)cc1
0.14,Cc1noc(C)c1NC(=O)N1C[C@@H](O)COC[C@H]2O[C@H](CC(=O)NCC3CC3)CC[C@@H]21
-2,Cc1ccc(NC(=O)Nc2ccc3c(c2)C(=O)N(C)[C@H]2CC[C@H](CC(=O)NCC(F)(F)F)O[C@@H]2CO3)cc1
2.9,O=C(Nc1ccccc1Cl)N1C[C@@H]2[C@H](c3ccccc31)[C@H](CO)N2C(=O)c1cccnc1
1.6,O=C(C[C@H]1C=C[C@H](NC(=O)c2ccc3c(c2)OCO3)[C@@H](CO)O1)NC1Cc2ccccc2C1
0.26,COCC(=O)N1[C@H](C#N)[C@@H](c2ccccc2-c2ccccc2F)[C@@H]1CO
0.9,COc1ccccc1NC(=O)N1C[C@@H](O)COC[C@H]2O[C@@H](CC(=O)NCCc3ccncc3)CC[C@@H]21
0.54,O=C(C[C@H]1C[C@@H]2c3cc(NS(=O)(=O)c4ccccc4)ccc3O[C@@H]2[C@@H](CO)O1)N1CCOCC1
1.2,CO[C@H](CN(C)Cc1ccc2c(c1)OCO2)[C@H](C)CN(C(=O)Nc1ccc(F)cc1)[C@H](C)CO

# IDE exosite inh, what is marked active above.
IDE exosite inh,smiles
-7.2*,COc1ccccc1C#Cc1ccc([C@H]2[C@H]3CN(CCC(F)(F)F)CCCCN3[C@H]2CO)cc1
-7*,CCC(=O)N1CC(=O)N2[C@H](CO)[C@H](c3ccc(C#Cc4cccc(F)c4)cc3)[C@@H]2C1

# Going on with the list.
IDE exosite inh,smiles
-0.36,COc1cccc(CN2CCCCN3[C@H](CO)[C@@H](c4ccc(-c5cccnc5)cc4)[C@H]3C2)c1
0.49,O=S(=O)(c1ccccc1F)N1CCCCN2[C@H](CO)[C@H](c3ccc(-c4ccncc4)cc3)[C@@H]2C1
3.8,O=C(Nc1cccc(F)c1)N1CC(=O)N2[C@H](C1)[C@@H](c1ccc(C#CC3CC3)cc1)[C@@H]2CO
-0.037,C[C@H]1CN([C@@H](C)CO)C(=O)c2ccccc2-c2ccccc2CO[C@H]1CN(C)C(=O)Nc1cccc(Cl)c1Cl
2,O=C(c1ccc(F)cc1)N1CC(=O)N2[C@H](CO)[C@@H](c3ccc(/C=C/c4ccccc4)cc3)[C@H]2C1
0.32,CS(=O)(=O)N1CC(=O)N2[C@H](CO)[C@@H](c3ccc(C#CCc4ccccc4)cc3)[C@@H]2C1
-12*,COc1ccccc1C#Cc1ccc([C@H]2[C@@H](CO)N3CCCCN(CCC(F)(F)F)C[C@H]23)cc1
0.031,CN1C(=O)c2cc(NC(=O)C3CCOCC3)ccc2OC[C@H]2O[C@H](CC(=O)NCc3ccccc3F)CC[C@@H]21
2.8,COc1ccc(NC(=O)N2CC(=O)N3[C@H](CO)[C@@H](c4ccc(C#CCC5CCCC5)cc4)[C@@H]3C2)cc1
-1.1,COc1ccc(NC(=O)N2CCCCN3[C@H](CO)[C@@H](c4ccc(-c5ccccc5C)cc4)[C@H]3C2)cc1
1.2,O=C(NCC[C@H]1CC[C@@H](NS(=O)(=O)c2ccc(F)cc2)[C@H](CO)O1)c1ccc2c(c1)OCO2
3.7,COc1ccc(C#Cc2ccc([C@H]3[C@H](CO)N4CCCCN(Cc5ccccc5F)C[C@@H]34)cc2)cc1
0.64,O=C(c1ccc(F)cc1)N1CC(=O)N2[C@@H](CO)[C@H](c3ccc(C#CCC4CCCC4)cc3)[C@@H]2C1
1.3,COCC(=O)Nc1ccc2c(c1)[C@@H]1C[C@@H](CC(=O)N[C@H](C)c3ccccc3)O[C@H](CO)[C@@H]1O2
0.065,CC(C)NC(=O)N1CCCCN2[C@H](CO)[C@@H](c3ccc(C#C[C@@H](C)O)cc3)[C@H]2C1
0.52,C[C@@H]1CCCCO[C@H](CN(C)C(=O)CCC(F)(F)F)[C@@H](C)CN([C@@H](C)CO)C(=O)c2cc(NC(=O)C3CCCCC3)ccc2O1
0.31,COc1ccc2c3c(n(C)c2c1)[C@H](CO)N(C(=O)Cc1ccccc1)CC31CN(C)C1
-0.17,CO[C@@H]1CN(C)C(=O)c2ccc(NC(=O)Nc3ccccc3Cl)cc2OC[C@@H](C)NC[C@@H]1C
-0.67,COc1ccccc1CN1[C@@H]2Cn3c(ccc(C4=CCCC4)c3=O)[C@H]1[C@@H](C(=O)N(C)C)[C@@H]2CO
0.12,CCC(=O)NC[C@@H]1[C@H](c2ccc(-c3ccccc3)cc2)[C@H](CO)N1C(=O)C1CC1

# Part of the list above in order of number of heavy atoms, ascending:
IDE exosite inh,smiles
2.5,O=C(c1ccc2c(c1)OCO2)N1C[C@@H]2[C@H](c3ccccc31)[C@@H](CO)N2C(=O)CC1CC1
1.2,O=C(NCC[C@H]1CC[C@@H](NS(=O)(=O)c2ccc(F)cc2)[C@H](CO)O1)c1ccc2c(c1)OCO2
0.031,CN1C(=O)c2cc(NC(=O)C3CCOCC3)ccc2OC[C@H]2O[C@H](CC(=O)NCc3ccccc3F)CC[C@@H]21

# New compounds follow:
IDE exosite inh,smiles
1.4,CS(=O)(=O)N1CCCCN2[C@H](C1)[C@H](c1ccc(-c3cccc(C#N)c3)cc1)[C@@H]2CO
-1.1,C[C@@H]1CN([C@@H](C)CO)C(=O)c2ccccc2-c2ccccc2CO[C@H]1CN(C)S(=O)(=O)c1cn(C)cn1
-1.7,CCS(=O)(=O)N1CCCCN2[C@H](CO)[C@@H](c3ccc(-c4ccccc4C)cc3)[C@H]2C1
0.27,O=C(NCC[C@@H]1CC[C@@H](NS(=O)(=O)Cc2ccccc2)[C@H](CO)O1)C1CCCCC1
-0.96,COc1ccc(NC(=O)N(C)C[C@H]2OCCCC[C@H](C)Oc3ccc(NC(=O)c4ccncc4)cc3C(=O)N([C@H](C)CO)C[C@@H]2C)cc1
-1.8,COc1ccccc1S(=O)(=O)N(C)C[C@@H]1OCc2cn(nn2)CCCC(=O)N([C@@H](C)CO)C[C@@H]1C
2.6,CC(=O)NC[C@@H]1[C@H](c2ccc(-c3ccccc3)cc2)[C@@H](CO)N1C(=O)C1CC1
0.56,O=C(NCCCN1CCOCC1)[C@H]1[C@H](CO)[C@H]2Cn3c(cccc3=O)[C@@H]1N2C(=O)NC1CCCC1
0.59,COc1cccc(C(=O)Nc2ccc3c(c2)C(=O)N(C)[C@@H]2CC[C@@H](CC(=O)N[C@@H](C)c4ccccc4)O[C@@H]2CO3)c1
-1.3,O=C(C[C@H]1C[C@@H]2c3cc(NC(=O)C4CCC4)ccc3O[C@@H]2[C@@H](CO)O1)NC1CCCC1
0.28,COc1ccc2c3c(n(C)c2c1)[C@H](CO)NCC31CCN(S(=O)(=O)c2cccc(C)c2)CC1
-1.4,COCCNC[C@H]1[C@@H](c2ccccc2)[C@@H](CO)N1c1nc(C)c(C)s1
-0.085,O=C(NC1CCCCC1)N1[C@@H]2CNC[C@H]1C2c1ccc(-c2ccccc2F)cc1 (some centres not stated)
0.23,COc1cccc(S(=O)(=O)N(C)C[C@H]2OCc3ccccc3-c3c(n(C)c4ccccc34)C(=O)N([C@@H](C)CO)C[C@H]2C)c1
-0.83,O=C(C[C@@H]1CC[C@@H]2[C@H](COC[C@@H](O)CN2Cc2nccs2)O1)N1CCC(Cc2ccccc2)CC1
3.8,CC(=O)N(CC(C)C)C[C@@H]1N[C@H](CO)[C@H]1c1ccc(-c2cncnc2)cc1
-3,COc1ccc2c3c(n(C)c2c1)[C@@H](CO)N(Cc1ccccc1Cl)CC31CCN(C(=O)CC2CC2)CC1
-0.83,CO[C@H]1CN(C)C(=O)c2cc(NC(=O)NC(C)C)ccc2OC[C@H](C)N(Cc2ccccc2)C[C@H]1C
-0.78,CCCNC(=O)C[C@H]1CC[C@@H]2[C@H](COC[C@H](O)CN2Cc2ccncc2)O1
-0.058,CN1C(=O)c2cc(NC(=O)c3ccc(F)c(F)c3)ccc2OC[C@@H]2O[C@@H](CC(=O)N3CCCCC3)CC[C@H]21
0.61,COc1ccc(NC(=O)N2CC(=O)N3[C@H](CO)[C@H](c4ccc(C#CCC5CCCC5)cc4)[C@H]3C2)cc1
-17*,Cc1ccccc1-c1ccc([C@H]2[C@@H](CO)N3CCCCN(C(=O)NC4CCCC4)C[C@H]23)cc1
6.1,O=C(Nc1ccccc1)N1CCCCN2[C@H](CO)[C@@H](c3ccc(C4=CCCCC4)cc3)[C@H]2C1
0.17,CCCC(=O)N1CCC2(CC1)CN(C(C)=O)[C@@H](CO)c1c2c2ccc(OC)cc2n1C
1.8,CCN(C[C@@H]1[C@@H](c2ccccc2)[C@H](CO)N1C(C)=O)C(=O)NC(C)C
-1.7,C/C=C/c1ccc([C@@H]2[C@H](CO)N(C(=O)C3CCC3)C23CN(C(=O)NC(C)C)C3)cc1
0.2,Cc1ccc(OC(=O)N(C)C[C@H]2OCc3ccccc3-c3ccccc3C(=O)N([C@H](C)CO)C[C@@H]2C)cc1
-0.5,CN1C(=O)c2cc(NC(=O)c3ccc(F)c(F)c3)ccc2OC[C@H]2O[C@@H](CC(=O)N3CCCCC3)CC[C@H]21
3,CN(C)C(=O)c1cccc(-c2ccc([C@H]3[C@@H](CO)N4C(=O)CN(C(=O)CC5CC5)C[C@@H]34)cc2)c1

# Reprinted at random: seven compounds from above, in no set order.
IDE exosite inh,smiles
-0.5,CN1C(=O)c2cc(NC(=O)c3ccc(F)c(F)c3)ccc2OC[C@H]2O[C@@H](CC(=O)N3CCCCC3)CC[C@H]21
5.9,C/C=C/c1ccc([C@@H]2[C@@H](CO)N[C@@H]2CN(C(=O)C2CCC2)C(C)C)cc1
3.7,COc1ccc(C#Cc2ccc([C@H]3[C@H](CO)N4CCCCN(Cc5ccccc5F)C[C@@H]34)cc2)cc1
-0.97,O=C(NC[C@@H]1[C@H](c2ccccc2)[C@@H](CO)N1C(=O)Cc1ccncc1)C1CCC1
0.12,CCC(=O)NC[C@@H]1[C@H](c2ccc(-c3ccccc3)cc2)[C@H](CO)N1C(=O)C1CC1
2.8,O=C(C1CCC1)N1C[C@H]2[C@@H](c3ccccc31)[C@@H](CO)N2C(=O)Nc1cccc(F)c1
-0.21,COc1ccc(CNC(=O)N(C)C[C@@H]2OCc3ccccc3-c3c(n(C)c4ccccc34)C(=O)N([C@H](C)CO)C[C@H]2C)cc1
